PostGolgi ctrl – yeast control strain growth, post-Golgi counter-screen. efflux-deficient yeast background strain, growth absorbance A615, 16 h. AID 738. inhibition, % at 10 µM. 98,000 compounds, 5% hits; in the data active means inhibition above about 30%
Lung fibro prol – blocks proliferation of human lung fibroblasts | LL 47 human lung fibroblast viability, ATP luminescence; hits give low values | viability, % at 10 µM | 85,000 compounds, 1.1% hits | AID 719;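 active means viability at or below 50% in the single dose screen; inactive means viability above 50%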;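 further: compound exposure lasted 72 h before the ATP readout; 100% = median luminescence of untreated cell-only wells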
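Signal: luminescent ATP detection, CellTiter-Glo; assay system: LL 47 human lung fibroblasts; input: 1,150 cells/well; incubation: overnight cell rest, 72 h compound treatment at 37 °C; measure: % viability versus median cells-only luminescence; medium: IMEM growth medium with 15% fetal bovine serum; dosing: compound addition at 0.1% DMSO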
H69AR inhibit – blocks growth of human H69AR lung tumor cells; 85,000 compounds, 6% hits; AID 598; H69AR lung tumor viability, ATP luminescence, 72 h; hits give low values; viability, % at 10 µM;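 active means viability at or below 40%; inactive means viability above 40%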;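 further: multidrug resistant small cell line overexpressing MRP-1 efflux transporter; 100% = mean luminescence of untreated control wells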
sEH act – activators of human soluble epoxide hydrolase; P34913; purified human sEH enzymatic activity, activator screen; activation, % at 2 µM; 91,000 compounds, 0.04% hits; AID 717; in the data active means activation above about 37%; further: values of inactives mirror those of a sister screen read the other way
Target sequence (P34913 whole entry, looked up): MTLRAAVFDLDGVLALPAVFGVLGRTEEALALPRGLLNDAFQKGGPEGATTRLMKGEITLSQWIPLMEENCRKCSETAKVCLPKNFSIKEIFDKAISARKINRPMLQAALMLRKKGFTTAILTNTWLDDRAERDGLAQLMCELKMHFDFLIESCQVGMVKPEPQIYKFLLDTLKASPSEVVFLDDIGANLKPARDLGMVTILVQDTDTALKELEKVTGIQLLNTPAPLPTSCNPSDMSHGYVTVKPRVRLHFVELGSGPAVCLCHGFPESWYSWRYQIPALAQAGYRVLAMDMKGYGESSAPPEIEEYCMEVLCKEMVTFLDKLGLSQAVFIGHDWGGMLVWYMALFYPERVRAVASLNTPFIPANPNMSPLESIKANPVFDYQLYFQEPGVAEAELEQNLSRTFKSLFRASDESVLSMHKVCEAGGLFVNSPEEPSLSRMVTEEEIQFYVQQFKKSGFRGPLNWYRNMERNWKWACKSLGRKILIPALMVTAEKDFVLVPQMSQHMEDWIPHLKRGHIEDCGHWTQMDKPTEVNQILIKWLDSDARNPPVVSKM
sEH inh – soluble epoxide hydrolase (human) inhibition. P34913. recombinant human sEH enzymatic activity assay. inhibition, % at 2 µM. 91,000 compounds, 0.34% hits; in the data active means inhibition above about 80%; further: values of inactives mirror those of a sister screen read the other way; many of its hits are not listed in these tables
LYP act – LYP (human) phosphatase activation; Q9Y2R2; recombinant LYP, DiFMUP fluorescence; 0 = plate median, 100 = signal doubled; activation, % at 2 µM; 96,000 compounds, 0.11% hits;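 active means activation at 2 µM above a set limit, the mean plus 5 SD, cut at about 37% in these data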
HUVEC inhibit – human endothelial cell proliferation inhibition. HUVEC proliferation, CellTiter-Glo luminescence, 72 h; hits give low values. viability, % at 10 µM (by protocol). 86,000 compounds, 1.1% hits;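 active means viability at or below 30%; inactive means viability above 30%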;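 further: 100% = median luminescence of DMSO-only cell control wells on each plate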
S1P2 ag – S1P2 (human) receptor agonism; O95136; S1P2-expressing cell line, agonist reporter read-out; activation, % at 4.5 µM; 97,000 compounds, 0.46% hits; in the data active means activation above about 16%;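 further: 0% = vehicle low control and 100% = maximal reference agonist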
Target sequence (O95136 whole entry, looked up): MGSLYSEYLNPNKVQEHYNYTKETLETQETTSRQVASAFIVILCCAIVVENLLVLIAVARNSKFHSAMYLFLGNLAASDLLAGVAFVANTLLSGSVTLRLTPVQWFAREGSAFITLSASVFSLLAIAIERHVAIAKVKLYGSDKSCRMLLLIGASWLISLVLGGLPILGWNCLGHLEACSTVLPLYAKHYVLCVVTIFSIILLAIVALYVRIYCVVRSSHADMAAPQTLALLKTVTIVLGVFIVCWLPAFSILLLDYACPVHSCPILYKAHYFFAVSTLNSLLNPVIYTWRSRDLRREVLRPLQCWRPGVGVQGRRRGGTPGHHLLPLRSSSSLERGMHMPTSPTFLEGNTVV
S1P2 antag – S1P2 (human) receptor antagonism; O95136; cell-based S1P2 antagonist assay, inhibition at 5 uM; inhibition, % at 5 µM; 97,000 compounds, 0.21% hits; AID 736; in the data active means inhibition above about 45%;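 further: CRE beta-lactamase reporter cells expressing human S1P2 stimulated with S1P; 0% = agonist at EC80 alone and 100% = agonist plus reference antagonist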
* hit, by the source's call; · = no result given.

SMILES	PostGolgi ctrl	Lung fibro prol	H69AR inhibit	sEH act	sEH inh	LYP act	HUVEC inhibit	S1P2 ag	S1P2 antag
CCOC(=O)c1c(C)oc2cc(Br)c(OC)cc12	11	107	97	12	-11	-8	112	-1	-14
COc1ccc(Nc2nc(N)nc(CN3CCc4ccccc4C3)n2)cc1	3	99	85	3	-4	-5	102	-8	9
Cc1ccccc1C(=O)O/N=C1\CCS(=O)(=O)c2sccc21	9	·	·	12	-14	5	·	-4	9
CC1(C)CC(=O)C2=C(C1)N=C1SCCC(=O)N1C2c1ccccc1 (configuration not stated)	-5	93	87	-8	9	3	93	-5	-3
COc1ccc(NC(=O)c2cc3nc(-c4ccccc4)cc(-c4ccccc4)n3n2)c(OC)c1	3	·	·	4	-4	-10	·	0	1
O=C(Cn1nnc(-c2cc(Cl)ccc2-n2cnnn2)n1)N1CCCc2ccccc21	5	96	85	12	-17	5	98	-2	2
COC(=O)C1=C(C)Nc2c(c(=O)n(C)c(=O)n2C)C1c1cccs1 (configuration not stated)	-1	96	87	13	-11	6	95	-5	4
O=C(CSc1nc2c(c(=O)n1-c1ccccc1)SCC2)N1CCOCC1	2	93	91	·	·	·	91	·	·
CC(=O)c1ccc(N2CCN(C(=O)c3cc(-c4ccc5c(c4)OCO5)nc4ccccc34)CC2)cc1	5	93	57	10	-10	2	65	-6	31
CCCCOC(=O)Cc1c(O)c2ccccc2[nH]c1=O	3	108	103	-2	2	-12	101	-1	3
Cc1ccc(NC(=O)/C(C#N)=C/c2cc(C)n(-c3ccc(N4CCOCC4)c([N+](=O)[O-])c3)c2C)c(C)c1	14	·	·	5	-7	-6	·	-4	12
CCCn1ncc(OC)c(Cl)c1=O	0	·	·	0	-2	-4	·	-1	6
Cc1cccc(NC(=O)C2CCN(c3nc(C)cc(C)n3)CC2)c1	-2	99	95	·	·	·	94	·	·
COC(=O)c1ccc(COc2ccc3c4c(c(=O)oc3c2)CCC4)o1	2	101	98	11	-12	10	88	-6	-17
O=C1NC2(CCCCC2)C(=O)N1c1ccccc1	0	103	95	-19	16	4	100	-4	-1
O=C(CC1(O)C(=O)Nc2ccccc21)c1cccnc1 (configuration not stated)	-2	112	86	-5	5	-2	97	-2	19
Cc1cc(/C=C(\C#N)C(=O)Nc2ccccc2)c(C)n1-c1ccc2c(c1)OCO2	55*	·	·	12	-13	6	·	-4	-30
O=C(Nc1ccccc1Cl)O/N=C(/c1ccccc1)c1ccccn1	-1	·	·	-8	10	0	·	-6	19
CN(C)S(=O)(=O)c1cccc(-c2cn3ccccc3n2)c1	4	97	94	0	-1	14	86	-6	9
Nc1nnnn1/N=C/c1ccc(O)cc1	-4	95	85	7	-6	1	83	2	-9

Only sEH inh, PostGolgi ctrl and S1P2 antag, for some of the entries so far:
Structure	sEH inh	PostGolgi ctrl	S1P2 antag
COC(=O)c1ccc(COc2ccc3c4c(c(=O)oc3c2)CCC4)o1	-12	2	-17
O=C1NC2(CCCCC2)C(=O)N1c1ccccc1	16	0	-1

Further compounds
SMILES	PostGolgi ctrl	Lung fibro prol	H69AR inhibit	sEH act	sEH inh	LYP act	HUVEC inhibit	S1P2 ag	S1P2 antag
CCN1C(=O)C2(C(C#N)=C(N)Oc3n[nH]c(-c4ccccc4)c32)c2ccccc21 (configuration not stated)	-11	101	74	-3	2	0	91	-4	-7
Cc1cc(C)c(S(=O)(=O)Nc2ccc[nH]c2=O)c(C)c1	21	88	87	-10	14	-3	100	-2	-14
CC(=O)c1cc2c(O)c(O)ccc2o1	21	92	43	-4	3	4	80	-3	8
CCC(Sc1nc2ccccc2c(=O)n1CCN1CCOCC1)C(=O)NCc1cccnc1 (configuration not stated)	-1	96	76	7	-6	-9	88	0	-1
Cc1ccc(Nc2ccccc2)cc1	·	92	88	26	-25	11	87	0	-21
O=C(CSc1nnc(-c2ccco2)o1)NC(=O)C1COc2ccccc2O1 (configuration not stated)	-15	102	88	·	·	·	107	·	·
COc1ccccc1NC(=O)N(CCN1CCCC1)Cc1cc2cc(C)ccc2[nH]c1=O	·	98	88	0	5	16	90	-3	-17
Cc1cc2c(nn1)CCc1nonc1-2	3	94	95	-5	10	5	94	-2	-31
Nc1c(C(=O)OCC2CCCO2)c2nc3ccccc3nc2n1C1CCCC1 (configuration not stated)	48*	70	15*	5	-4	4	54	0	12
CCn1c(C)c(C(C)=O)c(N2CCN(C(=O)c3ccco3)CC2)nc1=S	25	100	100	-12	11	12	102	-3	6
COc1ccc(C2SCCN2S(=O)(=O)c2ccccc2)cc1OC (configuration not stated)	8	103	81	14	-15	-6	112	-1	-5
O=C(CSc1nnc(-c2ccccc2)n1C1CCCCC1)Nc1ccc(S(=O)(=O)Nc2ccccn2)cc1	-1	82	67	-6	10	-5	89	-6	3
Cc1ccc(S(=O)(=O)C2(C(=O)N3CCN(C4CCCCC4)CC3)CC2)cc1	12	·	·	10	-7	14	·	-3	13
CCOC(=O)c1ccccc1NC(=O)CSc1nnnn1C1CCCCC1	19	94	78	-13	14	-1	91	-2	-12
O=C(Nc1ccccc1)N(Cc1ccccc1)C1=NCCS1	13	93	91	3	-4	-7	91	-7	-10
Cc1ccc(N2C(=O)CSCC2=O)cc1	6	98	98	5	-2	9	96	-1	-4
CCCn1nc2cc(C(=O)NCC34CC5CC(CC(C5)C3)C4)ccc2c1OCC	12	·	·	1	0	-17	·	-7	4
CC(C)n1nc(C(=O)Nc2nnc(SCc3c(Cl)cccc3Cl)s2)c2ccccc2c1=O	6	102	77	-4	5	5	77	-3	-45
COc1cc(C(=O)N2CC(C)OC(C)C2)c([N+](=O)[O-])cc1OC (configuration not stated)	4	·	·	0	-1	4	·	-3	4
CCC(=O)N1C(C(=O)O)CSC1c1ccc(OC)cc1 (configuration not stated)	4	110	91	-5	7	6	102	-1	4
O=C(Cc1cccc2ccccc12)N/N=C/c1ccc(OC(=O)/C=C/c2ccco2)cc1	·	94	24*	-37	37	-9	78	-7	-2
Cc1ccc(Oc2ccccc2/C=N/O)cc1	22	·	·	0	2	-2	·	-5	25
O=C(NC1CCCC1)C(c1cccnc1)N(C(=O)c1csnn1)C1CCCC1 (configuration not stated)	·	104	106	3	-3	5	100	-1	-14
N#Cc1c2n(c3c(=S)nc[nH]c13)CCCCC2	10	103	63	4	-4	0	111	-10	7
COc1ccc(S(=O)(=O)Nc2ccc(C(F)(F)F)cc2)cc1OC	11	92	104	8	-5	-8	97	-2	-29
Cc1ccnc2nc(C(=O)Nc3nccs3)nn12	7	·	·	4	-6	5	·	-9	4
CCOC(=O)C(NC(C)=O)(N1CCc2ccccc2C1)C(F)(F)F (configuration not stated)	5	99	110	8	-10	9	100	-2	-23
COC(=O)C1=C(C)NC(C)=C(C(=O)OC)C1c1ccccc1OCc1c(C)no[n+]1[O-]	6	82	112	0	-1	2	78	-7	5
CCN1CCN(CCNC(=O)C2CCCN(Cc3nc(-c4cccc(Cl)c4)oc3C)C2)CC1 (configuration not stated)	-1	66	94	·	·	·	52	-3	19
Cc1ccc(S(=O)(=O)n2nc(C)cc2C)cc1	15	97	89	1	0	-3	80	-3	12
O=C(C1CCC1)N1CCc2cc(S(=O)(=O)NCc3ccccn3)ccc21	2	104	88	6	-9	-10	90	-4	-26
COc1ccc(S(=O)(=O)Nc2ccccc2SC)cc1C	36*	98	89	-11	9	-4	94	-7	15
O=C(NCCn1ccc2ccccc21)c1ccc(S(=O)(=O)N2CCOCC2)cc1	9	97	82	-5	9	2	92	·	·
O=C(c1cc(-c2ccccc2)nc2ccccc12)N1CCN(c2ccccn2)CC1	12	95	58	-9	8	0	86	-5	2
N#Cc1c(SCC(N)=O)nc(-c2ccccc2)c2c1CCCC2	17	92	47	-5	6	3	100	-8	-2
CCOc1ccc(N(CC(=O)OC)S(=O)(=O)c2ccc(OC)c(OC)c2)cc1	6	96	104	-9	8	5	82	-3	-4
Cc1cccc(N2CCN(Cc3ccoc3)CC2)c1C	-1	103	90	14	-20	-2	90	-3	-3
O=C(Nc1ccc2c(c1)OCO2)c1cccc(F)c1	0	106	86	-4	1	3	93	0	3
Fc1ccccc1COc1ccc(/C=N/NC(=S)NCc2ccccc2)cc1	·	83	76	3	-4	2	62	-2	-14
COc1ccc(-n2c(Cn3c(=O)sc4ccccc43)nnc2SCC(=O)N2CCCC2)cc1	11	93	81	-10	8	7	102	-4	13

Part of the list above in order of molecular weight, ascending:
SMILES	PostGolgi ctrl	Lung fibro prol	H69AR inhibit	sEH act	sEH inh	LYP act	HUVEC inhibit	S1P2 ag	S1P2 antag
O=C(Nc1ccc2c(c1)OCO2)c1cccc(F)c1	0	106	86	-4	1	3	93	0	3
Cc1cccc(N2CCN(Cc3ccoc3)CC2)c1C	-1	103	90	14	-20	-2	90	-3	-3
COc1ccc(S(=O)(=O)Nc2ccccc2SC)cc1C	36*	98	89	-11	9	-4	94	-7	15
O=C(c1cc(-c2ccccc2)nc2ccccc12)N1CCN(c2ccccn2)CC1	12	95	58	-9	8	0	86	-5	2
CCOc1ccc(N(CC(=O)OC)S(=O)(=O)c2ccc(OC)c(OC)c2)cc1	6	96	104	-9	8	5	82	-3	-4

Molecules shown so far containing two or more sulfur atoms, in the order listed:
SMILES	PostGolgi ctrl	Lung fibro prol	H69AR inhibit	sEH act	sEH inh	LYP act	HUVEC inhibit	S1P2 ag	S1P2 antag
Cc1ccccc1C(=O)O/N=C1\CCS(=O)(=O)c2sccc21	9	·	·	12	-14	5	·	-4	9
O=C(CSc1nc2c(c(=O)n1-c1ccccc1)SCC2)N1CCOCC1	2	93	91	·	·	·	91	·	·
COc1ccc(C2SCCN2S(=O)(=O)c2ccccc2)cc1OC (configuration not stated)	8	103	81	14	-15	-6	112	-1	-5
O=C(CSc1nnc(-c2ccccc2)n1C1CCCCC1)Nc1ccc(S(=O)(=O)Nc2ccccn2)cc1	-1	82	67	-6	10	-5	89	-6	3
CC(C)n1nc(C(=O)Nc2nnc(SCc3c(Cl)cccc3Cl)s2)c2ccccc2c1=O	6	102	77	-4	5	5	77	-3	-45
COc1ccc(S(=O)(=O)Nc2ccccc2SC)cc1C	36*	98	89	-11	9	-4	94	-7	15
COc1ccc(-n2c(Cn3c(=O)sc4ccccc43)nnc2SCC(=O)N2CCCC2)cc1	11	93	81	-10	8	7	102	-4	13

Further results
SMILES	PostGolgi ctrl	Lung fibro prol	H69AR inhibit	sEH act	sEH inh	LYP act	HUVEC inhibit	S1P2 ag	S1P2 antag
O=C(C1CC1)N1CCc2cc(Br)cc(S(=O)(=O)N3CCCCCC3)c21	41*	83	37*	·	·	·	98	·	·
Cc1cc2c(=O)n(Cc3ccco3)c(SCC(=O)c3ccc(Cl)s3)nc2s1	25	100	13*	6	-3	-2	82	3	-21
COc1cc(Br)cc2cc(C(=O)N3CCN(C(=O)c4ccco4)CC3)c(=O)oc12	-4	96	91	·	·	13	101	-4	5
Cc1cc(C)c(C#N)c(Nc2ccc3c(c2)OCCO3)n1	10	97	93	11	-12	4	108	-3	5

These rows are one share of the data. The share of hits here may be higher or lower than overall.
